Bioassay records as filed in PubChem.
ALOX12 inh – ALOX12 (human) lipoxygenase inhibition | 1.1% of 580,000 active | AID 1671190 | purified 12hLO, xylenol orange hydroperoxide absorbance | P18054 | Potency, µM (top dose mostly 108 µM), without a hit: top-dose activity change, negative = inhibition, actives largely listed as inhibitors; active = well fitted inhibition curve with a large enough effect; inconclusive = small, poorly fitted or top-dose-only effect, or another doubt; inactive = no such curve, though single readings can be large or run the other way
Target sequence (P18054 whole entry, looked up): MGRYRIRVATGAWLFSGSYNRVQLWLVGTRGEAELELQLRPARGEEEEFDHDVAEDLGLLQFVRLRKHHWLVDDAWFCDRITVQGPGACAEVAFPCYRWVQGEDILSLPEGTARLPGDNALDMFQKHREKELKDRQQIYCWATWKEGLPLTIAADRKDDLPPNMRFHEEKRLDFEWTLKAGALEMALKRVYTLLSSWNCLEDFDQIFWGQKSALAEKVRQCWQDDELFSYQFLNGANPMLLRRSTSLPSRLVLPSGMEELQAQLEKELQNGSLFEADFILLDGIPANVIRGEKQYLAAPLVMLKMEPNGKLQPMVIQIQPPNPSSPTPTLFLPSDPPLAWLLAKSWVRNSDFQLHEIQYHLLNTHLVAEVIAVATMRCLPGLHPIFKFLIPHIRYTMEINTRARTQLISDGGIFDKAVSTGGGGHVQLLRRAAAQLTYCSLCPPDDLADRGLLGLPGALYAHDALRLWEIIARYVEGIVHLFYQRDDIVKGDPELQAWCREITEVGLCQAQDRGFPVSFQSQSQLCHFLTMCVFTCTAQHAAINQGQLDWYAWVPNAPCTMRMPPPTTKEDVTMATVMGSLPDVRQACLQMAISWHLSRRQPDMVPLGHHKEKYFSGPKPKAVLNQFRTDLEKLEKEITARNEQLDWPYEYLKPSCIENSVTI
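Purified human 12hLO (150 nM final) in 25 mM Hepes, 0.01% Triton X-100, pH 7.0 was preincubated 15 min at room temperature with compound. Then 40 uM arachidonic acid was added, 30 min. Hydroperoxide was read by Fe-XO absorbance ratio 573/405 nm.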
Starred values were filed as active, the others as inactive; u = inconclusive; [ ] = dose if it differs, or a comment. % is set by controls: 0 for no effect and ±100 for the full control effect; potency is the fitted concentration of half-maximal effect. Only part of the results is shown (hit frequency here may not be typical).

compound,ALOX12 inh
COc1cc(CNC2CCC(O)CC2)ccc1OCC(O)CN1CCSCC1 (configuration not stated),40%
Cc1noc(C)c1C(C)C1=CCCCC1 (configuration not stated),12%
CCCNC(=O)C[C@@H]1CCN(C(=O)c2cccnc2)C[C@@H]1CC,49%[activator][176 µM]
COc1ccc(CN2CCC3(CC2)CC(C(C)C)=NO3)cc1,36%[activator][176 µM]
CC(=O)Nc1ccc(CN2C[C@@H](F)[C@@H](OCc3nc4ccccc4n3C)C2)cc1,100%[activator][176 µM]
O=C(NCCc1cccnc1)C1CCCN(C2CCOCC2)C1 (configuration not stated),25%
O=C(N[C@@H]1CCC[C@@H]1C(=O)NCCc1ccc(Cl)cc1)c1ccncc1,12%
Cc1ccc(C)c(C(=O)N2CC[C@@H]3CN(S(C)(=O)=O)[C@@H]3C2)c1,33%[activator]
COc1ccc(CNC(=O)[C@H]2O[C@H](CCN3CCCC3)CC[C@@H]2O)cc1,17%[176 µM]
O=C(NCc1cccs1)c1csc(N2CCN(c3ccc(F)cc3)CC2)n1,12%
Cc1noc(C2CCCCCN2C(=O)c2ccco2)n1 (configuration not stated),32%[activator]
NC(=O)[C@@H]1CN(C(=O)c2ccncn2)C[C@H]1COc1ccccc1,-4%
CNC(=O)[C@@H]1CN(C(=O)CC2CCCC2)C[C@H]1COC,-4%
CCN1CCCC(c2nc3ccc(F)cc3c(=O)[nH]2)C1 (configuration not stated),27%[176 µM]
COc1ccc(CN2C(=O)[C@@H]3C[C@@H](O)CN3C3(CN(Cc4ccccn4)C3)C2=O)cc1,43%[activator][176 µM]
CC(C)N[C@H]1C[C@@H](Cc2cc(-c3ccccc3)on2)C1(C)C,48%[activator][176 µM]
CC(=C(CCOC(=O)C(C)C)SSC(CCOC(=O)C(C)C)=C(C)N(C=O)Cc1cnc(C)nc1N)N(C=O)Cc1cnc(C)nc1N,-7%[22.9 µM]
O=C(c1ccc2c(c1)OCO2)N1CCCCC1c1nnc2n1CCNC2 (configuration not stated),0%[6.33 µM]
Nc1[nH]c(C(=O)c2ccc(Br)cc2)c(-c2ccc3ccccc3c2)c1C(=O)NCCc1c[nH]c2ccccc12,-20%
CCC(=O)N(C1CCOCC1)C1CCN(Cc2cccc(Cl)c2F)CC1,4%
COc1ccc(OC)c(NC(=O)C2Cn3cccc3C(=O)N2)c1 (configuration not stated),21%
O=C(NCCCn1cccn1)C1CCN(C(=O)N2CC3CC(C2)[C@H]2CCCC(=O)N2C3)CC1 (some centres not stated),19%
CN(Cc1ccsc1)CC1(O)CCCN(CCCc2ccccc2)C1=O (configuration not stated),10%
COCCOCC(=O)N1CCC2(CC1)CC(N(C(=O)c1ccccc1)C1CC1)CCO2 (configuration not stated),8%
CCCN1C(=O)CCc2cc(NS(=O)(=O)c3cn(C)c(C)n3)ccc21,25%
CCCC(C)C(=O)NC1CCCCN(C)C1=O (configuration not stated),-13%
CC(=O)N1CCC(C2CCN(Cc3ccccc3F)C2)CC1 (configuration not stated),66%[activator]
CCN1c2cc(C(=O)Nc3cccc(Cl)c3C)ccc2C(=O)N2CCCCCC21 (configuration not stated),-4%
Cc1nn2c(c1-c1cccnc1N1CCOCC1)N(CCc1ccccc1)CCC2,20µM*
COc1ccc(-c2ccc3nnc(CNC(=O)c4cccc(C#N)c4)n3n2)cc1,47%[activator]
Cc1ccc(NC(=O)N2CCCCC2c2noc(COc3ccc(F)cc3)n2)cc1F (configuration not stated),-7%
COC[C@@H]1CN(Cc2cccc(OC)c2OC)C[C@H]1C(=O)N(C)C,53%[activator]
CN(C(=O)c1cccc2ccccc12)C1CCCN(C2Cc3ccccc3C2)C1 (configuration not stated),59%[activator]
CC(C)CCN1CCC2(C1)C(=NC1CCCCC1)NC(=O)N2c1cccnc1 (configuration not stated),8%[6.33 µM]
Cn1nc(C(=O)N2CCN(c3cc(-c4ccccc4)[nH]n3)CC2)c2ccccc21,29%
COCc1nc2nc(-c3ccccc3)c(-c3ccc(O)c(F)c3)cc2n1C,5%[176 µM]
COC(=O)C1CCCCN1Cc1nc(N2CCCCC2)c2cc(OC)c(OC)cc2n1 (configuration not stated),-16%
Cc1ccccc1COC1CN(C(=O)C2CC(=O)N(C(C)(C)C)C2)C1 (configuration not stated),22%
COc1ccc(C(=O)N2CCC[C@H]2C(=O)N2CCC[C@@H]2C(=O)NCc2ccccc2)cc1F,-3%
C[C@H](O)c1onc(-c2ccc(F)cc2)c1C(=O)N1CCC1,u
COCCN1CCCC2(CCN(C(=O)CCn3ccc(C)n3)C2)C1=O (configuration not stated),11%
Cc1ccc(CNC(=O)[C@H]2CCC[C@@H](O)C2)c2cccnc12,0%
COCCNC(=O)c1ccc2c(c1)N(C)C(CC(=O)NCC(C)(C)C)CO2 (configuration not stated),-1%
CCNC(=O)N1CCCC(c2nc(-c3cccnc3)no2)CCNC(=O)CC1 (configuration not stated),10%
CC[C@H]1CN(C(=O)Nc2cccc(C(F)(F)F)c2)CC[C@H]1CC(=O)NCc1ccccc1,-8%
COc1cccc(NC(=O)N[C@H]2CCN(C(=O)C=C(C)C)[C@@H]2C(=O)N[C@@H](Cc2cccs2)C(N)=O)c1,-6%
Cc1cnn(-c2cc(N3CCC(n4cc(C5CCCC5)nn4)CC3)ncn2)c1,62%[activator]
CCN1c2cc(C(=O)Nc3ccc(C)cc3Cl)ccc2C(=O)N2CCCCCC21 (configuration not stated),-15%
CCCCNC(=O)C[C@H]1C[C@@]2(C(=O)OC)C(=C[C@H](C(C)C)O[C@@H]2C2CC2)N(Cc2ccccc2)C1=O,-22%
COc1ccc(CNC(=O)C[C@@H]2CCNC[C@@H]2Cc2cc(C(C)(C)C)on2)cc1,42%[176 µM]
N[C@H]1CCN2C(=O)c3cc(-c4ccc(Cl)cc4)ccc3NC(=O)[C@@H]2C1,u
COC(=O)[C@@H]1Cc2ncn(Cc3ccc(Cl)cc3)c2CN1S(=O)(=O)c1cccc(C(F)(F)F)c1,19%
CC(=O)N1Cc2ccccc2OC2(CCN(C(=O)c3cccc4[nH]ccc34)CC2)C1,2%[6.33 µM]
COc1cc(NC(=O)Cn2c(-c3ccc(F)cc3)nc(C)c(CCO)c2=O)cc(OC)c1OC,u
Cc1cc(C(=O)N2CCC(=O)N(Cc3ccc(F)cc3)C(C(C)C)C2)n[nH]1 (configuration not stated),51%[activator]
COc1ccccc1CCNC(=O)C1CC(c2ccccc2)CN(C(=O)C2CC2)C1 (configuration not stated),75%[activator]

Entries above printed as active in ALOX12 inh.
compound,ALOX12 inh
Cc1nn2c(c1-c1cccnc1N1CCOCC1)N(CCc1ccccc1)CCC2,20µM*

Later entries:
compound,ALOX12 inh
O=C(C[C@H]1NC(=O)c2ccccc2NC1=O)NCCc1ccco1,2%
Nc1[nH]c(C(=O)c2ccccc2)c(-c2cccc(C(F)(F)F)c2)c1C(=O)c1c[nH]c2ccccc12,-12%
Cn1ncc(N2CCCC(C(=O)O)C2)cc1=O (configuration not stated),-1%
Cn1nc(C(=O)N2C[C@@H](Oc3cccnc3)C[C@H]2C(N)=O)c2ccccc21,11%
CN1CC2(CCN(CC3CC3)CC2)CC1C(=O)N1CCOCC1 (configuration not stated),102%[activator]
CCN1CCN(C(=O)c2cc3cn(C4CC4)cc3s2)CC1,18%
CC(C)CCN1CCC2(CC1)CC(=O)N(c1ccccc1)c1ccccc1O2,u
O=[S+]1([O-])NCC2(CCN(Cc3cccc(C(F)(F)F)c3)C2)Oc2ccncc21 (configuration not stated),8%[6.33 µM]

An excerpt of these results, field by field:
O=C(C[C@H]1NC(=O)c2ccccc2NC1=O)NCCc1ccco1
  ALOX12 inh: 2%
Nc1[nH]c(C(=O)c2ccccc2)c(-c2cccc(C(F)(F)F)c2)c1C(=O)c1c[nH]c2ccccc12
  ALOX12 inh: -12%

The results go on:
compound,ALOX12 inh
CCc1n[nH]c(CC2CCN(C(=O)C3CC3)CC2)n1,18%
CN1CCN(c2ccc(C(=O)N[C@H](c3ccccn3)C3CC(O)C3)cc2)CC1 (some centres not stated),0%
CCCN1CCS(=O)(=O)N(Cc2cn(Cc3ccc(F)cc3)nn2)C(C(=O)OC)C1 (configuration not stated),0%
C=CCN(C)C(=O)[C@@H]1Cc2c[nH]c3cccc(c23)[C@H](CC(C)C)N1,-1%[176 µM]
CC(=O)c1ccc(NC(=O)c2cc3c(n2C)CCN(Cc2ccccc2)C3)cc1,36%[activator]
O=C1NC2(CCN(CC3CCCCC3)C2)OCc2ccccc21 (configuration not stated),u
CC(C)n1cnnc1CN(C)Cc1cn(-c2ccccc2)nn1,-4%
Cn1cc(C(=O)N2CCCC(C)(Cc3ccc4c(c3)OCO4)C2)c(=O)[nH]c1=O (configuration not stated),-12%

Retrieved by compound from the list above, 2 records:
compound,ALOX12 inh
CN1CCN(c2ccc(C(=O)N[C@H](c3ccccn3)C3CC(O)C3)cc2)CC1 (some centres not stated),0%
CCCN1CCS(=O)(=O)N(Cc2cn(Cc3ccc(F)cc3)nn2)C(C(=O)OC)C1 (configuration not stated),0%

More entries:
molecule	ALOX12 inh
COc1ccccc1N1CCN([C@@H]2[C@H](O)[C@H](CO)O[C@@H]2CNS(=O)(=O)c2ccc(Cl)cc2)CC1	u
COc1cc2c(cc1CN1CCC3(CCCNC3)C1)OCCCO2 (configuration not stated)	72%[activator]
COc1ccc(-c2noc([C@@H]3CCCN3C(=O)c3cc(F)ccc3F)n2)cc1OC	6%
O=C(c1nnc(COc2ccc(OC(F)(F)F)cc2)n1-c1ccccc1)N1CCC[C@@H]1C(c1ccccc1)c1ccccc1	56%[activator]
Cc1cccc(C(=O)N2CCC(C(NC(=O)c3ccccc3Cl)C(=O)NCC(C)C)CC2)c1 (configuration not stated)	10%
COCC(=O)NC1CCC12CCN(C(=O)C(C)C)CC2 (configuration not stated)	10%
CC(C)c1ccc(NC(=O)N2CC[C@@H](CC(=O)O)[C@@H](CC3=NCCc4ccccc43)C2)cc1	9%
CC(C)OC(C)C(=O)N1CCc2onc(-c3ccc(C(F)(F)F)cc3)c2C1 (configuration not stated)	21%
C=CCN1CC2(CCC1=O)CCN(C(=O)C1CCc3ccccc31)CC2 (configuration not stated)	37%[activator]
CCN1CCCCC12Cc1ccccc1CN(S(C)(=O)=O)C2 (configuration not stated)	4%[6.33 µM]
COc1cc(Cl)ccc1C(=O)N1C[C@@H](CO)[C@H](c2ccncc2)C1	79%[activator]
O=C(c1ccccc1Cl)N1CCn2c(nnc2-c2ccccc2)C1	5%[176 µM]
O=C(c1cc(-n2cccn2)ccc1Cl)N1CCn2nc(CO)cc2C1	30%
CCNC(=O)CCc1c(C)nn(-c2cccc(C)c2)c1Oc1ccccc1	55%[activator]
COCC(=O)NC1CCC12CCN(S(=O)(=O)c1cccc3cccnc13)CC2 (configuration not stated)	7%
C=CCNC(=O)N1CC[C@@H](CC(=O)O)[C@@H](CC2=NCCc3cc(OC)ccc32)C1	u
COc1cccc(NC(=O)N[C@H]2C[C@@H](c3nc(-c4ccc(OC(F)(F)F)cc4)no3)N(C)C2)c1	-9%
COCCCN1Cc2cc(NC(=O)Cc3ccc(OC)cc3)ccc2OC(C)C1=O (configuration not stated)	5%
COCc1ccc2c(c1)c(OC(C)(C)C(=O)Nc1ccccc1)nn2Cc1cccnc1	18%[176 µM]
Cc1ccccc1N1Cc2c(ncnc2N2CCN(c3ncccn3)CC2)N(C)CC1=O	6%

3 compounds from above, ordered by the number in ALOX12 inh, descending:
molecule	ALOX12 inh
O=C(c1cc(-n2cccn2)ccc1Cl)N1CCn2nc(CO)cc2C1	30%
COc1ccc(-c2noc([C@@H]3CCCN3C(=O)c3cc(F)ccc3F)n2)cc1OC	6%
COc1cccc(NC(=O)N[C@H]2C[C@@H](c3nc(-c4ccc(OC(F)(F)F)cc4)no3)N(C)C2)c1	-9%

Further entries.
molecule	ALOX12 inh
O=C1CC[C@]2(C(=O)NCc3ccccn3)CCCC[C@H]2N1CCc1ccccc1	69%[activator]
CC(=NNc1cc(C)c2cc(C)ccc2n1)c1ccccn1	u
COC[C@@H]1[C@H](NC(=O)C2(Cn3ccnc3)CC2)[C@@H]2CCO[C@H]12	8%
O=C(c1ccccn1)N1CCC(N2C(=O)C(OCC3CC3)C23CCOCC3)CC1 (configuration not stated)	48%[activator]
COC(=O)c1ccc2nc(CO[C@H]3CN(Cc4ccc(S(C)(=O)=O)cc4)C[C@H]3F)[nH]c2c1	7%
O=C(Cc1cccc(Cl)c1)N1CCC(n2c(=O)[nH]c3ccccc32)CC1	1%
COc1ccc(CCN2CCCC(CN(C)Cc3cnc[nH]3)C2)cc1 (configuration not stated)	71%[activator]
O=C1NC(=NC2CCCCC2)C2(CCN(Cc3cccnc3)CC2)N1c1cc(F)cc(F)c1	1%[6.33 µM]
COc1ccccc1C(=O)N1CC(Oc2ccc(F)cc2C)C1	23%[176 µM]
COc1cccc(CC(=O)N2CCCC3(C2)NC(=O)N(Cc2cc(C)ccc2C)C3=O)c1 (configuration not stated)	u
Cc1noc([C@H]2CCN(C(=O)C3CC3)C[C@H]2NC(=O)C2CC2)n1	61%[activator]
C=CCNC(=O)[C@@H]1Cc2cn(Cc3cc(C)on3)c3cccc(c23)[C@H](CC(C)C)N1	7%[176 µM]
COc1ccc(C(=O)N[C@@H]2CCC[C@@H]2C(=O)N2CCOCC2)cn1	5%
COCCCN1CC2(CCC1=O)CCN(c1ncnc3onc(C)c13)CC2	34%[activator]
